# Bioassay records as filed in PubChem.
# SENP1 inh – SENP1 (human) catalytic domain inhibition | Q9P0U3 | hit rate 0.21% among 360,000 | inhibition, % at 10 µM | AID 624204 | recombinant SENP1 catalytic domain, CyPet-SUMO1-YPet FRET cleavage;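 active means inhibition at least 30% at 10 µM, raw YFP signal under a set limit, fluorescence ratio 0.5 to 1.5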;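 further: 0% = enzyme with DMSO and 100% = no enzyme wells; some results filed as inactive read as strong as hits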
# Target sequence (Q9P0U3 419-644 limits assumed): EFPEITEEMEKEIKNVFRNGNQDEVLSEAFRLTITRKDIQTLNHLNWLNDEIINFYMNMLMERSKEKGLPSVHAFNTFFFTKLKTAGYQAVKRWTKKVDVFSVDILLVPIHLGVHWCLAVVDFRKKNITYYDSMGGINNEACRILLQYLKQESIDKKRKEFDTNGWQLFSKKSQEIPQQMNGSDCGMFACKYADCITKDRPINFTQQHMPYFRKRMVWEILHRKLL
#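 System: Recombinant human SENP1 catalytic domain, His6-tagged | Incubation: Enzyme reaction for 50 min at room temperature, dark | Medium: Tris pH 8 with BME, BSA, NP40 and catalase | Also added: 25 nM SUMO1 FRET substrate | Compound: 10 µM single point, 0.5% DMSO | Measured by: FRET fluorescence in CFP and YFP emission channels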
# SENP8 block-1 – blocks the human protease SENP8. Q96LD8. purified SENP8, Z-RLRGG-aminoluciferin cleavage, luminescence. inhibition, % at 10 µM. hit rate 1.2% among 330,000. AID 2540; in the data active means inhibition above about 50%
# Target sequence (Q96LD8 whole entry, looked up): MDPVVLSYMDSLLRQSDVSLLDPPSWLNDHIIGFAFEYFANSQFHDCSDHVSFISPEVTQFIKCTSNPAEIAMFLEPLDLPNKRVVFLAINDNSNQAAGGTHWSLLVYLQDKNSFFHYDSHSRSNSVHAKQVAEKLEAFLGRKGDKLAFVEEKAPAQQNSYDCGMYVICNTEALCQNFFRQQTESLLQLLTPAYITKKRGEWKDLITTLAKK
# SENP6 inh – SENP6 protease inhibition; inhibition, % at 10 µM; AID 2599; hit rate 1.8% among 330,000; Recombinant SENP6 catalytic domain, aminoluciferin luminescence;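 active means inhibition above about 50% at the single tested dose, limit read from the data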;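 further: plate controls were DMSO wells with enzyme for no effect and DMSO wells lacking enzyme for full effect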
# UBC13 inh – blocks human UBC13 polyubiquitin chain formation; hit rate 0.47% among 330,000; TR-FRET; inhibition, % at 20 µM; in the data active means inhibition above about 45%, passing the limit was not always enough; inconclusive means no clear call, values can overlap the other calls
# Target sequence (P61088 whole entry, looked up): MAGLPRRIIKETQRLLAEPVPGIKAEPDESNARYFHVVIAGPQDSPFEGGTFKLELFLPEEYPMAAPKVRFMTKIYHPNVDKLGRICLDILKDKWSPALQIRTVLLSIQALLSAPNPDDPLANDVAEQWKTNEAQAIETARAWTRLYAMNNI
# APOBEC3G inh – inhibitors of human APOBEC3G DNA deaminase; Q9HC16; recombinant A3G, ssDNA deamination FAM/TAMRA fluorescence; inhibition, % at 20 µM; hit rate 0.28% among 330,000;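 active means inhibition of at least 40% at 20 µM, with no more than 30% in the related APOBEC3A deaminase screen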;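 further: plate controls were DMSO wells with A3G for no effect and wells lacking A3G enzyme for full effect; some compounds called inactive have numbers as strong as hits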
# Apaf-1 inh – blocks human Apaf-1 apoptosome activity | reconstituted apoptosome caspase-3 activity, DEVD-Rh110 fluorescence | inhibition, % at 20 µM | hit rate 0.71% among 330,000 | AID 489030; active means inhibition of at least 40% at 20 µM;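 further: plate controls were DMSO wells for no effect and DEVD-CHO caspase inhibitor wells for full effect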
#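 Material: reconstituted apoptosome with Apaf-1, cytochrome c, caspase-9, procaspase-3, dATP. Technique: Rh110 fluorescence intensity. Buffer or medium: pH 7.5 Hepes buffer with CHAPS, BSA, DTT. Times: 30 min plus 50 min, RT.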
# SENP7 block – SENP7 protease inhibition | hit rate 1.5% among 330,000 | inhibition, % at 5 µM | Q9BQF6 | AID 434973 | recombinant SENP7, Z-RLRGG-aminoluciferin luminescence, 40 min;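 active means inhibition above about 50% at the single test dose, limit read from the data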;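 further: plate controls were DMSO with enzyme for no effect and no enzyme buffer wells for full effect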
# Target sequence (Q9BQF6 706-1050 limits assumed): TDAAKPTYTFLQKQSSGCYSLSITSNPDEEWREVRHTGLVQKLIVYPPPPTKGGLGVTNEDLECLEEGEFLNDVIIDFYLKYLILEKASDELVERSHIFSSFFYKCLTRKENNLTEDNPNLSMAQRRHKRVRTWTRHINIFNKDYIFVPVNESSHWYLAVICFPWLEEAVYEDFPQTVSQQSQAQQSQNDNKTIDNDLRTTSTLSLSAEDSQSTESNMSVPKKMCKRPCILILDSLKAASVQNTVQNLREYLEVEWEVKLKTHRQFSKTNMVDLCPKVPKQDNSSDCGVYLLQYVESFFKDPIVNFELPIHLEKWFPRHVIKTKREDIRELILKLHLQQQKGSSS
# SENP8 block-2 – blocks human SENP8 cleavage of Nedd8 substrate; recombinant SENP8, Nedd8 substrate fluorescence; inhibition, % at 20 µM; hit rate 0.64% among 360,000; Q96LD8; AID 602440; in the data active means inhibition mostly above about 40%, no sharp cut-off; inactive means mostly below about 27%
# * hit, by the source's call; ? = inconclusive; nt = not tested or not shown.
SMILES,SENP1 inh,SENP8 block-1,SENP6 inh,UBC13 inh,APOBEC3G inh,Apaf-1 inh,SENP7 block,SENP8 block-2
CC(C)c1cccc(C(C)C)c1NC(=O)CNCC(O)c1ccccc1 (stereo unspecified),0,-2,-28,1,-6,7,3,16
CC(=O)NC(Cc1c[nH]c2ccccc12)C(=O)O (stereo unspecified),3,-1,-9,5,-4,-7,5,16
CCOC(=O)c1c(-c2cccc(C)c2)csc1NC(=O)c1c(-c2ccccc2)noc1C,-1,-2,-1,-28,0,3,14,-49
CC(Sc1nc2cc(Cl)ccc2s1)C(=O)Nc1cccc(S(=O)(=O)N2CCOCC2)c1 (stereo unspecified),0,-3,-15,-1,-5,12,-1,15
Cc1cc(C)cc(N(CC(=O)N2CCOCC2)S(=O)(=O)c2ccccc2)c1,0,3,-8,-1,-4,6,-3,24
O=S(=O)(NC1CC1)c1ccc(S(=O)(=O)N(Cc2ccccn2)C2CC2)cc1,2,-4,-36,-14,-5,9,-3,26
CSc1nc(Cl)cc(Nc2ccccc2N)n1,1,7,-10,-8,-3,-1,-1,-1
CCO[C@H]1OC(C(=O)NC2CC2)=C[C@@H](C2CC2)[C@@H]1CCCO,2,-6,0,-7,-8,-5,-4,10
CC(C)NC(=O)CN1CCN(Cc2nc(-c3cccs3)no2)CC1,-3,-5,-11,7,-10,-24,1,10
COC(=O)c1ccc(CSc2nc3c(c(=O)n2-c2ccc(C)cc2)SCC3)o1,3,-8,13,1,-5,12,0,9
COc1cccc(NC(=O)C2CCN(S(=O)(=O)c3ccc4c(c3)N(C(C)=O)CCO4)CC2)c1,1,-15,-7,-3,-5,2,18,14
O=C1c2cccc(O)c2C(=O)c2c(O)cccc21,nt,1,7,-60,-1,1,12,nt
Cc1ccc(C)c(NC(=O)CCc2nnc3ccc(N4CCCCC4)nn23)c1,3,3,-4,-2,-3,6,-3,2
Cc1ccc(S(=O)(=O)C(C#N)=C2N(C)c3ccccc3N2C)cc1,-10,-11,0,-9,1,8,-10,-4
CN1C(=O)NC(NS(=O)(=O)c2ccc(N)cc2)(C(F)(F)F)C1=O (stereo unspecified),1,0,-5,0,-7,-1,-2,3
COc1ccc(S(=O)(=O)NCC(c2ccco2)N2CCc3ccccc32)cc1 (stereo unspecified),2,-7,-11,-6,-6,19,6,9
Cn1c(N)c(C(=O)COC(=O)/C=C/c2ccccc2Cl)c(=O)n(C)c1=O,-4,-5,-19,0,-2,5,7,8
COc1ccc(OC)c(C2=NOC(C(=O)Nc3cccc(C(C)=O)c3)C2)c1 (stereo unspecified),2,0,3,-2,2,-4,5,-117
Cc1ccc(COC(=O)c2ccc3c(c2)C(=O)N(CCCN2CCOCC2)C3=O)cc1,5,0,4,11,-11,6,3,12
CCOC(=O)NC(=O)/C(C#N)=N\Nc1cccc(Cl)c1,4,-10,-28,-14,-6,-10,6,24
O=C(CNC(=O)c1ccc(Br)o1)NC12CC3CC(CC(C3)C1)C2,0,-4,-14,8,-6,-14,-19,10
CCc1ccc(NC(=O)c2cc3c(C)nc4ccccc4c3o2)cc1,-3,4,14,19,-4,-4,-5,6
Cc1cc(Cl)ccc1OCC(=O)N1CC(C)CC(C)C1 (stereo unspecified),1,-7,-20,-5,-5,17,-10,25
N#CCCn1cc(C(=O)N2CCCCC2)c(-c2ccc([N+](=O)[O-])cc2)n1,4,-7,0,-10,-1,2,-12,16
CCC(C)NC(=O)C1CCC(CNS(=O)(=O)c2cccc3nsnc23)CC1 (stereo unspecified),2,6,-17,-8,3,6,10,10
CCOC(=O)Nc1ccc(S(=O)(=O)NC2CCCCC2)cc1,0,0,-20,-4,4,-3,0,3
Cc1ccc(C2(c3ccccc3)NC(=O)N(CC(=O)NCc3ccco3)C2=O)cc1C (stereo unspecified),2,-8,-14,-4,-6,16,-4,9
COc1ccc(OCCN(C)C(=O)c2cccc(S(=O)(=O)N(C)c3ccccc3)c2)cc1,1,6,4,3,-1,14,-4,21
O=[N+]([O-])c1cccc(C2(O)COc3ccccc3O2)c1 (stereo unspecified),1,6,-25,10,-10,-83,0,15
COC(=O)CCC(=O)NC(=S)Nc1ccc(S(=O)(=O)Nc2cc(OC)nc(OC)n2)cc1,1,-10,-13,-14,-5,4,-14,7
O=C(OCN1C(=O)c2ccccc2C1=O)c1cccs1,2,-3,-23,18,-5,-5,-7,22
CC(C)N1CCN(C(=O)c2ccc(OC3CCN(CCc4ccccc4)CC3)cc2)CC1,-2,2,9,-1,-7,5,5,3
CCOC(=O)CNC(=O)CSc1nc2c(C)cccc2cc1CC,1,-4,22,?,3,13,7,9
CCCCNC(=O)Cn1cnc2sc(C)c(S(=O)(=O)N3CCN(c4ccccc4OC)CC3)c2c1=O,0,-4,-15,3,-14,6,1,10
Cc1cccc(OCC(=O)NCC(c2ccco2)N2CCCC2)c1 (stereo unspecified),-19,-5,-12,1,-8,7,-5,-21
O=C1NC(=S)S/C1=C1\Sc2ccccc2N1CCCS(=O)(=O)O,-144,1,-2,-5,-4,1,-2,12
Cc1ccc(C(=O)CCC2CCCCC2=O)cc1 (stereo unspecified),1,-4,-6,-1,-2,4,2,18
N#Cc1ccsc1NC(=O)COC(=O)c1cc2ccccc2cc1O,5,89*,96*,-7,-7,-5,89*,-83
CCN(c1ccccc1)S(=O)(=O)c1ccc(C(=O)Nc2ccccn2)cc1,0,-5,3,5,7,19,2,2
O=C(Cn1c(CO)nc2ccccc21)Nc1cc(C(F)(F)F)ccc1N1CCOCC1,-2,-2,-9,9,-3,-1,0,24
CC1CC(C)(C)CC2(C1)NC(=O)N(CC(=O)N1CCN(Cc3ccc(C#N)cc3)CC1)C2=O (stereo unspecified),0,-5,-14,-2,-9,-9,14,7
CCOc1ccccc1NS(=O)(=O)c1ccc(-n2cccn2)cc1,1,6,-1,3,3,6,0,8
CCOC(=O)Cn1c(=O)oc2cc(S(=O)(=O)NCC3CCCO3)ccc21 (stereo unspecified),0,4,2,1,-7,-1,-6,25
COCCNC(=S)NNC(=O)c1cccs1,16,-3,1,-4,-4,-4,7,-7
CCN(C[C@H]1N[C@@](CC)(C(=O)OC)[C@H]2C(=O)N(Cc3ccccc3)C(=O)[C@@H]12)C(=O)c1ccc(C(C)(C)C)cc1,1,3,0,7,-7,19,-2,6
Cc1cc2ccccn2c1C(=S)NC(=O)c1ccccc1,-10,2,20,-165,0,20,13,9
CCOc1ccc(/C=N/OCC(=O)Nc2ccc(OCc3ccccc3)cc2)cc1OC,-24,-12,-20,1,-4,17,-2,14
O=C(NN1C(=O)C2C(C1=O)C1C=CC2C12CC2)c1cccc(Cl)c1 (stereo unspecified),1,-3,-17,-7,11,-1,-1,5
FC(F)(F)c1cccc(NCc2cn3cccnc3n2)c1,-2,-3,5,17,-7,3,4,-38
COc1cc(/C=C/CN2CCN(CCC(C)C)C(CCO)C2)ccc1O (stereo unspecified),-1,-1,16,2,-2,-3,10,15
COc1cccc(-c2nnc(SCc3ccc(C#N)cc3)n2Cc2ccco2)c1,-8,-4,8,7,-9,7,-15,16
N#Cc1c(-c2ccccc2)nc(SCC(=O)Nc2nnc(C(F)(F)F)s2)[nH]c1=O,1,0,-3,9,3,19,4,-60
CC(Sc1nnc(C2CC2)n1-c1ccccc1)C(=O)N1CCNC1=O (stereo unspecified),2,-1,-15,-3,-11,5,-8,9
COc1ccc(/C=C/C(=O)Nc2nc(C)c(C(=O)N(C)C)s2)cc1OC,2,4,11,-5,0,6,3,-284
O=C(COc1ccccc1-c1ccccc1)NCCN1C(=O)S/C(=C\c2cccnc2)C1=O,0,1,1,4,0,22,-2,3
CC1CN(C(=O)c2cccc(S(=O)(=O)NCc3ccccc3)c2)CC(C)O1 (stereo unspecified),1,-8,-4,15,-6,54*,-2,16
Cc1ccccc1OCC(=O)NCC(c1cccs1)N1CCOCC1 (stereo unspecified),-2,3,-4,0,-9,6,-3,9
Cc1cccc(C(=O)Oc2c(Br)cc(Br)cc2/C=N/NC(=O)c2ccncc2)c1,2,-1,-18,-3,-8,-4,-3,3
COC(C)(C)c1cc(C(C)(C)C)nc(N)n1,1,-6,-22,7,-3,-7,-7,16
Cc1cc(C)c(C)c(S(=O)(=O)N2CCN(C(=O)c3ccncc3)CC2)c1C,1,1,0,15,-2,-1,-5,9

# Record cards, from the list above.
# CCOc1ccccc1NS(=O)(=O)c1ccc(-n2cccn2)cc1 in the list: SENP1 inh = 1; SENP8 block-1 = 6; SENP6 inh = -1; UBC13 inh = 3; APOBEC3G inh = 3; Apaf-1 inh = 6; SENP7 block = 0; SENP8 block-2 = 8
# CC(Sc1nnc(C2CC2)n1-c1ccccc1)C(=O)N1CCNC1=O (stereo unspecified) in the list: SENP1 inh = 2; SENP8 block-1 = -1; SENP6 inh = -15; UBC13 inh = -3; APOBEC3G inh = -11; Apaf-1 inh = 5; SENP7 block = -8; SENP8 block-2 = 9
# COc1cccc(-c2nnc(SCc3ccc(C#N)cc3)n2Cc2ccco2)c1 in the list: SENP1 inh = -8; SENP8 block-1 = -4; SENP6 inh = 8; UBC13 inh = 7; APOBEC3G inh = -9; Apaf-1 inh = 7; SENP7 block = -15; SENP8 block-2 = 16

# (cont.)
SMILES,SENP1 inh,SENP8 block-1,SENP6 inh,UBC13 inh,APOBEC3G inh,Apaf-1 inh,SENP7 block,SENP8 block-2
CCOC(=O)C1=C(Cn2ccc(C(F)(F)F)n2)NC(=O)NC1c1ccc2c(c1)OCO2 (stereo unspecified),-2,-8,15,3,-4,11,2,10
COc1ccc(CC(=O)Oc2ccc(C#N)cc2)cc1,0,-9,-28,2,5,0,-13,4
CCOC(=O)c1c(C)[nH]c(C(=O)OCC(=O)Nc2cc(Cl)ccc2OC)c1C,-18,4,-2,-8,-6,-12,3,-2
CCNC(=O)CC1C(=O)N(c2ccc(C)cc2)C(=O)N1CCc1ccc(OC)c(OC)c1 (stereo unspecified),-1,4,5,2,-4,-3,1,11
CC(=O)Nc1cccc(NC(=O)c2c(-c3ccccc3Cl)noc2C)c1,3,6,-5,0,-7,-23,12,15
COc1cccc(NC(=O)Cn2c(=O)oc3cc(S(=O)(=O)N4CCCC4)ccc32)c1,1,3,-18,6,2,0,-1,21
Cc1ccccc1S(=O)(=O)NNC(=O)C(=O)NNc1ccccn1,3,7,19,4,1,3,14,16
COc1cccc(C(C)NC(=O)Cc2cccs2)c1 (stereo unspecified),0,-5,-8,4,-4,-18,4,16
CN1C(=O)c2cccc3c(S(=O)(=O)Nc4ccccn4)ccc1c23,-35,-10,-8,-10,-1,5,-9,-395
O=S(=O)(NCC1COc2ccccc2O1)c1ccccc1F (stereo unspecified),1,-14,-9,-6,-1,1,-1,3
O=C(CCN1C(=O)/C(=C/c2ccccc2Cl)SC1=S)NCCCN1CCOCC1,0,4,5,45*,1,8,2,16
Cc1c(NC(=O)c2cc3c(s2)CCCC3)c(=O)n(-c2ccccc2)n1C,1,61*,17,-4,4,0,2,10
O=C(c1ccccc1[N+](=O)[O-])N1CCN(c2ccc(N3CCOCC3)nn2)CC1,-1,0,-8,-4,-4,-8,4,6
CN(CC(=O)Nc1cccc(F)c1)C(=O)CCc1nc2cc(S(=O)(=O)N3CCOCC3)ccc2n1C,1,-17,1,-8,-6,1,13,3
Cn1c(SCC(=O)N/N=C/c2ccncc2)nc2ccccc21,2,1,8,-4,-6,-2,4,9
CC1CC(C)CN(S(=O)(=O)c2ccc(NC(=S)NC(=O)c3ccccc3)cc2)C1 (stereo unspecified),1,3,3,-5,3,-12,9,8
COc1cccc(/C=N/NC(=O)c2cccc3ccccc23)c1,0,8,4,3,-9,-3,5,3
